Bioassay records from PubChem BioAssay.
EPAC2 agonist: EPAC2 (human) agonism; Q8WZA2; EPAC2 activation, biochemical qHTS; response scale: 100% = 6.5 mM cAMP response; Potency, µM (titrated, usually from 154 µM), without a hit: at the top dose activation, most hits filed as activators; hit rate 0.079% among 360,000; also: potency is read from the fitted curve at half-maximal effect; nearly all actives have a fitted effect of over 50% in size
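Each well held 100 nM EPAC2, 250 nM RAP1B-BODIPY-GDP and 50 uM GDP. Fluorescence, read at 5-min intervals to 30 min, was referenced to a 6.5 mM cAMP positive control.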
DRD3 antagonist: blocks the human D3 dopamine receptor | max response, negative = inhibition, % | hit rate 2.5% among 360,000 | P35462 | AID 652054 | D3R cells, DiscoveRx beta-arrestin luminescence, antagonist mode; active compounds read low; in the data active = max response below about -50%; inconclusive = no clear call, values can overlap the other calls; also: % is scaled to controls: 0 for no effect and ±100 for the full control effect; mostly tested at two doses, the higher about 12 µM
Target sequence (P35462 whole entry, looked up): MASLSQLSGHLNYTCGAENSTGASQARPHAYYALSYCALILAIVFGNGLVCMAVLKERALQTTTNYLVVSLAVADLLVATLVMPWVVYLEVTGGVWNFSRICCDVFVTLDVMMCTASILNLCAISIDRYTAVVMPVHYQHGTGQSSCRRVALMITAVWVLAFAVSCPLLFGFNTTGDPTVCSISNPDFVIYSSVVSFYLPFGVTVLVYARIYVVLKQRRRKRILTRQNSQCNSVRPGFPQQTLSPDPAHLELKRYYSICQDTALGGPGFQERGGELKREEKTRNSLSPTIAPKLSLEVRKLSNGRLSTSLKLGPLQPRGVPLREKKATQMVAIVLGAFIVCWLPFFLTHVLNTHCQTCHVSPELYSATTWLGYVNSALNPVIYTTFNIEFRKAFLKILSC
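Cells plated overnight at 1500 cells/well, then exposed to library compounds with dopamine controls for 90 minutes at 37 degrees C. DiscoveRx reagent added for 30–60 minutes at room temperature; luminescence read, quantitative HTS format.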
CCT modulator: cytosolic chaperonin activity modulation | purified chaperonin ATPase assay, HTRF ADP detection, 30 min | activity change, % (no concentration beside the values), hits read low | hit rate 0.3% among 360,000 | AID 651819; in the data active = activity change below about -30%; also: % is scaled to controls: 0 for no effect and ±100 for the full control effect
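Enzyme 40 or 20 nM (batch-dependent) in Tris pH 7.4/KCl/MgCl2/DTT; cpd 76 uM single point; ATP 10 uM; 30 min 37 °C; Transcreener ADP HTRF detection, 30 min RT; ratio 665/615.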
DRD3 agonist: agonists of human D3 dopamine receptor; P35462; D3R DiscoveRx beta-arrestin cells, luminescence, 90 min; max activation, %; hit rate 0.58% among 410,000; in the data active = max activation above about 30%; also: 0% is about no effect; mostly tested at two doses, the higher about 12 µM
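Agonist-mode cell screen: cells plated at 1500/well and incubated overnight at 37 °C, then exposed to library compounds for 90 min at 37 °C. Detection reagent was added for 30–60 min at room temperature, and luminescence was read.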
PTHR1 agonist: PTHR1 (human) receptor agonism; HEK293 GP2 PTHR1 cells, GloSensor cAMP luminescence, 1 h; Potency, µM (doses to about 115 µM), for the others: top-dose activation, actives largely listed as activators; hit rate 0.075% among 410,000; also: potency is read from the fitted curve at half-maximal effect; nearly all actives have a fitted effect of over 55% in size; some results filed as inactive show a strong effect at the top dose; inactives centre near -15; many of its hits are not listed in these tables
Target sequence (Q03431 whole entry, looked up): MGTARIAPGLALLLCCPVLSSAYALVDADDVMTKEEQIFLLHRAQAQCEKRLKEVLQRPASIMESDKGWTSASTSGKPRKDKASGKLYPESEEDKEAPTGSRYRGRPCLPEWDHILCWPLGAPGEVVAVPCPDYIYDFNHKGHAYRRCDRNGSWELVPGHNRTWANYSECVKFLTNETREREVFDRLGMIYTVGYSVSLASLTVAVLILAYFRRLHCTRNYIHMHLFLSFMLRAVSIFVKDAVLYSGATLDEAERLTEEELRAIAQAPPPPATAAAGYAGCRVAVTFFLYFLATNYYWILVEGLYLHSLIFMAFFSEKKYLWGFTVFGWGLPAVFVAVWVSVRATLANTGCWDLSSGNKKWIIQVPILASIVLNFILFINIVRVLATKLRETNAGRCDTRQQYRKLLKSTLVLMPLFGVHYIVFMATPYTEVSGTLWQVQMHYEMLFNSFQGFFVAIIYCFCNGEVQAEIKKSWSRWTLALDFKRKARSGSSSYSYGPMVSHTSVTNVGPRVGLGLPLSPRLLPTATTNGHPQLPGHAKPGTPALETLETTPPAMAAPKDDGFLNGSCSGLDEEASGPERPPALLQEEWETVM
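HEK-293-derived GP2 cells expressing PTHR1 and a GloSensor cAMP reporter, 3,000/well, plated overnight, given luciferin plus IBMX (each 0.5 mM as added) for 1 h at 37 °C, then compound for 1 h at 37 °C. Luminescence was read after 15 min at room temperature.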
MmCpn inh: blocks the Methanococcus maripaludis chaperonin Mm-Cpn | purified Mm-Cpn ATPase, ADP Transcreener TR-FRET | Potency, µM (series often up to 76.9 µM), without a hit: at the highest dose activity, negative = inhibition, most hits filed as inhibitors | hit rate 0.031% among 330,000 | AID 504842; also: potency is read from the fitted curve at half-maximal effect; % is scaled to controls: 0 for no effect and ±100 for the full control effect; nearly all actives have a fitted effect of over 80% in size
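Quantitative HTS used 25 nM Mm-CPN and 10 uM ATP in magnesium/KCl Tris buffer, pH 7.4, with 1 mM DTT. Hydrolysis ran 30 min at 37°C; ADP was read by HTRF.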
Akt phos inh: Akt phosphorylation inhibition; Neuro2A IGF-stimulated pAkt S473 HTRF, 20 min; active compounds read low; activity change, % for hits at 50 µM; hit rate 0.32% among 360,000; AID 651550; in the data active = activity change below about -80%; inconclusive = mostly about -51% to -80%; also: % is scaled to controls: 0 for no effect and ±100 for the full control effect
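Single-point screen (50 µM final compound) in Neuro2A cells stimulated 20 min with 6 nM IGF at 37 deg C. After lysis, Ser473-phosphorylated Akt read by HTRF (ex 330 nm, em 615/665 nm) as the 665/615 ratio.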
EPAC2 antag: EPAC2 (human) antagonism; EPAC2 GEF exchange of Rap1B-BODIPY-GDP, fluorescence; Potency, µM (series often up to 114 µM), for inactives: at the highest dose activity, negative = inhibition, hits mostly inhibitors; hit rate 0.18% among 360,000; AID 720708; also: potency is read from the fitted curve at half-maximal effect; % is scaled to controls: 0 for no effect and ±100 for the full control effect; nearly all actives have a fitted effect of over 45% in size; many of its hits are not listed in these tables
The depositor's hits bear a star; i = inactive; ? = inconclusive; · = no result given; [ ] = dose if it differs, or a comment. Unless noted, calls follow the shape of the dose curve; as a rule, active = well fitted curve in the direction sought with a large enough effect; inconclusive = small, poorly fitted or top-dose-only effect, or another doubt; inactive = no such curve, though single readings can be large; an effect the other way counts as inactive or inconclusive. This is a subset. The share of hits here may be higher or lower than overall.

Molecule	EPAC2 agonist	DRD3 antagonist	CCT modulator	DRD3 agonist	PTHR1 agonist	MmCpn inh	Akt phos inh	EPAC2 antag
Cn1c2ccccc2n2c(=O)c(=O)n(CC(=O)c3ccc(Cl)cc3)nc12	-5.6%	4.1	-0.4	-0.2	-26.7%	-2.3%	i	-2.0%
COC(=O)c1ccccc1NC(=O)Nc1c(C)n(C)n(-c2ccccc2)c1=O	-5.7%	15.9	-0.4	-7.2	i	-1.8%	i	3.5%
CCC1(C(=O)OC)NC(c2ccco2)C2C(=O)N(c3ccccc3)C(=O)C21 (centres undefined)	-3.6%	7.9	-2.7	2.8	8.6%[57.5 µM]	-1.3%	i	-2.2%
CC(=O)c1c(C)nn(CCC(=O)O)c1C	9.6%	21.7	-1.0	1.1	i	1.2%	i	0.0%
COc1ccc(CCNC(=O)c2cccc(C(=O)NCCc3ccc(OC)cc3)n2)cc1	9.0%	5.9	0.5	17.7	i	·	i	0.1%
COc1ccccc1N1CCN(C(=O)C(=O)c2cn(CC(=O)N3CCCC3)c3ccccc23)CC1	2.7%	-25.3	-0.9	-5.0	i	-4.9%	i	-4.1%
N#C/C(=C\c1ccco1)c1nc2ccccc2s1	-0.8%	9.5	3.3	-5.4	-33.6%[inhibitor]	-1.0%	i	34.7%[activator]
Cc1ccc(C)c(S(=O)(=O)N2CCN(C(=O)Cn3c(=O)cnc4ccccc43)CC2)c1	-4.1%	0.0	1.6	5.0	i	-0.2%	i	7.4%
Cc1ccc(NC(=O)C2CCN(S(=O)(=O)c3c(C)noc3/C=C/c3ccco3)CC2)nc1	13.7%	-21.6	-1.5	-2.8	-43.1%[inhibitor]	2.4%	i	-11.4%
O=C(NCCNC(=O)c1ccccc1F)c1ccco1	11.1%	-24.2	-0.9	-5.0	3.8%	-0.2%	i	-5.5%
COc1ccc(C2=CC(=O)CC(c3ccc(F)cc3)C2)cc1 (centres undefined)	8.6%	15.6	0.7	3.7	-36.7%[inhibitor]	·	i	-20.7%
COC(=O)C1=C(COc2ccccc2)NC(=O)NC1c1ccc(Cl)cc1 (centres undefined)	-5.7%	8.8	-2.9	3.9	i	·	i	9.5%
CCCCC(=O)NC1=C(C(=O)OC)SCC1	2.8%	11.8	0.4	4.7	i	0.6%	i	-1.1%
CC1=NN(C(=O)COc2ccccc2)C(O)(c2cccnc2)C1 (centres undefined)	7.1%	16.4	-0.3	-6.6	i	-1.2%	i	-1.6%
Cc1ccccc1CCNC(=O)c1ccc(Cl)c(S(=O)(=O)N2CC(C)OC(C)C2)c1 (centres undefined)	6.6%	2.6	-1.7	3.8	-43.4%[inhibitor]	-5.3%	i	-5.8%
Cc1ccc(S(=O)(=O)N2CCN(C(=O)c3cc(S(=O)(=O)N4CCOCC4)c(Cl)cc3Cl)CC2)cc1	2.0%	11.8	0.7	2.2	i	·	i	-17.3%
Cc1ccc2c(c1)c1c(n2CC(O)Cn2c(C)nc3ccccc32)CCCC1 (centres undefined)	0.0%	-11.5	-6.4	0.0	-14.3%	0.1%	i	10.0%
COc1cccc(NC(=O)CN(C)C(=O)C(C)Sc2ccccc2)c1 (centres undefined)	0.6%	-20.8	-0.6	-13.3	i	0.1%	i	-4.6%
O=S(=O)(Cc1ccccc1)Nc1ccc(S(=O)(=O)NCC2CCCO2)cc1 (centres undefined)	10.8%	-6.8	-2.5	-2.2	i	1.3%	i	3.3%
C[C@@H](CN1CCC[C@H]1CN1C(N)=NC[C@@H]1Cc1ccccc1)N1C[C@@H](Cc2ccccc2)N(CCCC2CCCC2)C1=N	7.5%	-24.0	-1.2	-36.1	i	0.1%	i	15.7%
Cc1ccc(NS(=O)(=O)c2cccc(C(=O)NCC3CCCO3)c2)cc1 (centres undefined)	7.9%	1.6	1.4	-1.2	-9.7%	-1.4%	i	-15.8%
Cc1ccccc1NC(=O)CSc1n[nH]c(-c2ccco2)n1	8.1%	2.4	-0.5	2.9	-24.0%	-2.9%	i	16.3%
Cc1cc2c(cc1C)-n1nnnc1C(N1CCN(C(=O)OCc3ccccc3)CC1)C(=O)N2 (centres undefined)	10.4%	24.1	·	5.9	-28.6%	·	i	-2.0%
C[C@H]1CN([C@@H](C)CO)C(=O)CCCn2nncc2CO[C@H]1CN(C)C(=O)C1CC1	13.2%	-14.3	-1.2	0.2	-15.5%	·	i	10.0%
O=C(Cc1cccc(C(F)(F)F)c1)Nc1ccc(S(=O)(=O)N2CCCC2)cc1	-0.1%	1.5	-0.4	11.2	?	-0.2%	i	-18.8%
COc1ccc(NC(=O)CN2CCC(NC(=O)c3ccc(OC)cc3)CC2)cc1	12.6%	-7.3	-3.1	-3.9	-10.2%	-2.1%	i	1.2%
CN(CC(=O)Nc1ccc(F)cc1)CC(=O)N(C)C1(C#N)CCCCC1	7.7%	-17.6	-1.0	4.9	22.7%	-0.5%	i	7.8%
COC(=O)C1(CC2CC(c3cccc(Br)c3)=NO2)CCN(C(=O)OC(C)(C)C)CC1 (centres undefined)	3.8%	-2.1	0.7	2.1	-25.8%	-3.9%	i	-24.5%
CCC(C(=O)Oc1c(C(C)C)cccc1C(C)C)c1ccccc1 (centres undefined)	7.3%	27.1	-0.9	8.4	-33.1%[inhibitor]	-4.7%	i	11.3%
COc1ccccc1[C@@]1(C)ON(c2ccccc2C(F)(F)F)C1=O	14.8%	-29.5	-1.3	-30.4	-45.3%[inhibitor]	-0.9%	i	?

Single records, from the list above. Order of values: EPAC2 agonist	DRD3 antagonist	CCT modulator	DRD3 agonist	PTHR1 agonist	MmCpn inh	Akt phos inh	EPAC2 antag
COc1ccccc1[C@@]1(C)ON(c2ccccc2C(F)(F)F)C1=O as listed: 14.8%	-29.5	-1.3	-30.4	-45.3%[inhibitor]	-0.9%	i	?
C[C@H]1CN([C@@H](C)CO)C(=O)CCCn2nncc2CO[C@H]1CN(C)C(=O)C1CC1 as listed: 13.2%	-14.3	-1.2	0.2	-15.5%	·	i	10.0%

Next section:
Molecule	EPAC2 agonist	DRD3 antagonist	CCT modulator	DRD3 agonist	PTHR1 agonist	MmCpn inh	Akt phos inh	EPAC2 antag
COc1ccc(CCNC(=O)CC(NS(=O)(=O)c2ccc(NC(C)=O)cc2)C(C)C)cc1OC (centres undefined)	-1.8%	?	2.2	3.4	-7.5%	-0.1%	i	-3.0%
Cc1ccc(S(=O)(=O)N2CCCN(C(=O)c3ccc(-n4cccn4)cc3)CC2)cc1	5.5%	-4.7	0.6	-3.7	-28.8%	-0.3%	i	0.7%
O=C(NC1CCCC1)C(c1ccccc1)N(C(=O)c1csnn1)c1ccccc1F (centres undefined)	-1.7%	2.9	-0.4	1.7	i	-0.4%	i	-6.9%
O=C1CC[C@@H](O)CCN1CC[C@H](Sc1ccccc1)c1ccccc1	4.9%	-14.0	0.6	5.3	3.0%	-0.6%	i	2.7%
CCc1nnc(NC(=O)CCC(=O)NCC2CCCO2)s1 (centres undefined)	-3.3%	-4.5	-3.5	-4.6	-2.4%	-7.8%	i	6.3%
O=C(CSc1ccccn1)N1CCNC1=O	-3.6%	-11.7	-1.9	3.8	-23.2%	1.8%	i	14.7%
CC1CN(c2cc3nccnc3cc2F)CC(C)O1 (centres undefined)	12.6%	6.8	-1.3	-4.1	i	-0.1%	i	-2.8%
CNc1ccccc(-c2ccc3ccccc3n2)c1=O	3.2%	0.0	-0.1	4.8	-38.8%[inhibitor]	-2.1%	i	14.7%
Cc1cccc(-c2cc3nc(C)cc(NCCCN(C)C)n3n2)c1	3.3%	?	-4.1	-8.2	2.5%[57.5 µM]	1.1%	·	1.9%
O=C1Cc2ccccc2N1c1ccccc1	-0.2%	-3.5	0.0	-1.7	i	0.5%	i	1.8%
C=CCn1c(C)c(C(C)=O)c(N2CCOCC2)nc1=S	4.2%	27.7	0.6	4.2	-8.3%	-1.3%	i	16.9%
CCOC(=O)C1(C)CCCN(C(=O)c2ccccc2)C1 (centres undefined)	2.9%	-60.8*	-0.5	-19.9	-11.8%	·	i	1.6%
Cc1cccc(-n2ncc3c(=O)[nH]c(SCC(=O)NCCC4=CCCCC4)nc32)c1	-7.3%	7.5	0.8	0.4	-37.0%[inhibitor]	0.0%	i	-0.4%
CCS(=O)(=O)Nc1ccc(C2=NN(C(=O)c3ccco3)C(c3ccc(Cl)o3)C2)cc1 (centres undefined)	13.5%	-17.4	0.3	-13.6	5.2%	-2.5%	i	-1.2%
Cc1ccc(S(=O)(=O)NC(=O)C2(C)CCN2C(=O)Cc2cc(F)ccc2F)nc1 (centres undefined)	1.3%	-10.1	0.1	0.4	-3.7%	·	i	5.1%
CC1CN(C(=O)C2CC(=O)N(c3ccc(Cl)cc3)C2)CC(C)O1 (centres undefined)	15.2%	6.0	0.7	-5.4	i	1.4%	i	3.6%
COc1ccc(N2CCN(C(=O)c3cccc(S(=O)(=O)N4CCOCC4)c3)CC2)cc1	7.8%	7.3	0.3	10.5	-23.6%	1.3%	i	-4.5%
CC(=O)N1c2ccc(S(=O)(=O)N3CCCC(C(=O)N4CCCCC4)C3)cc2CC1C (centres undefined)	5.4%	38.8	0.4	4.2	i	-2.0%	i	-11.2%
Cc1ccc(C)c(N2CCN(C(=O)CNS(=O)(=O)c3cccs3)CC2)c1	5.6%	-16.0	-3.5	-13.9	-72.4%[inhibitor]	0.0%	i	-4.2%
O=C(NNC(=O)c1ncc(Cl)c(Cl)c1Cl)c1ccc(F)cc1	2.7%	4.7	2.4	2.5	8.7%	1.5%	i	-5.0%

As entered above.
EPAC2 agonist with `COc1cccc(NC(=O)CN(C)C(=O)C(C)Sc2ccccc2)c1` (centres undefined) is entered as 0.6%
CCT modulator with `Cc1ccccc1CCNC(=O)c1ccc(Cl)c(S(=O)(=O)N2CC(C)OC(C)C2)c1` (centres undefined) is entered as -1.7

Remaining list, next part
Molecule	EPAC2 agonist	DRD3 antagonist	CCT modulator	DRD3 agonist	PTHR1 agonist	MmCpn inh	Akt phos inh	EPAC2 antag
NC(=O)c1ccc(-n2nnnc2Oc2ccccc2)cc1	-5.3%	20.3	1.3	-3.5	i	-1.0%	i	0.9%
O=C(CSc1n[nH]c(-c2ccccc2)n1)Nc1ncc(Br)cc1Br	3.2%	56.2	-1.0	0.5	-22.8%[57.5 µM]	0.8%	i	-2.7%
O=S(=O)(Nc1cccc(S(=O)(=O)N2CCCCC2)c1)c1ccccc1F	-0.8%	8.1	1.0	3.1	i	2.1%	i	-11.7%
CCOP(=O)(OCC)c1nc(-c2ccc(Cl)cc2Cl)oc1N1CCOCC1	3.3%	-7.8	-1.3	-3.2	i	-4.2%	i	-9.5%
